High-throughput results: PubChem, National Center for Advancing Translational Sciences (NCATS)
S3 lipid droplet: qHTS Assay for Lipid Storage Modulators in Drosophila S3 Cells; Potency in µM for hits, for the others lipid storage change, negative = inhibition, % at the top dose, mostly 46.1 µM; 320,000 compounds, 0.64% hits; AID 2685; Drosophila S3 cells, BODIPY lipid droplet fluorescence, 18-24 h; cells fed with added oleic acid; active means well fitted inhibition curve with a large enough effect in the signal ratio, with a control signal flat, not every such curve was filed as active; inconclusive means small, poorly fitted or top-dose-only effect, or effect the other way, or a change in a side signal; the % refers to the signal ratio
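Drosophila S3 cells got compounds at several concentrations plus oleic acid (400 uM solution). Laser-scanning cytometry with 488 nm excitation read lipid droplets at 500-530 nm and cells at 575-640 nm. Percent activity was relative to 20 uM Triacsin C.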
S3 lipid droplet cell count max: further read-out of S3 lipid droplet, marked with its call; cell number change, %; measured here: cell count max response;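 cells counted by Cell Tracker Red CMTPX staining in the red channel; peak over a dose series mostly up to 46.1 µM; percent activity relative to internal control wells on each plate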
* hit, by the source's call; i = inactive; ? = inconclusive; . = not tested or not shown; [ ] = dose if it differs, or a comment. On the % scale 0 is the no-effect control and ±100 the full control effect; potency means the concentration at half of the fitted maximal effect. Only part of the results is shown (hit frequency here may not be typical).

no. | Structure | S3 lipid droplet | S3 lipid droplet cell count max
1 | Cc1ccccc1N1C(=O)CC1(C#N)c1ccc(OCc2ccccc2)cc1 (stereo not given) | ? | .
2 | O=C(NCc1ccccc1)C1CCN(c2nc(-c3ccccc3)nc3c2CCC3)CC1 | -26% | 23
3 | CC1(C)NC(=O)N(CC(=O)Nc2cc(C(F)(F)F)cc(C(F)(F)F)c2)C1=O | -11% | -1
4 | Cc1cc(C)n(C(=O)C(C)N2C(=O)c3ccccc3C2=O)n1 (stereo not given) | ? | .
5 | COc1ccccc1CNC(=O)c1ccc(S(=O)(=O)N(C)C)cc1 | ? | .
6 | CCN(Cc1ccccc1)C(=O)Cc1ccc(OC)c(S(=O)(=O)N2CCOCC2)c1 | ? | .
7 | COC(=O)c1cc(C)[nH]c2c(C)cc3nc4ccccc4c3c12 | ? | .
8 | OCC[C@@H]1C[C@@H](O)[C@H](O)[C@@]2(Cc3ccccc3CO2)O1 | ? | .

6 entries picked at random from the list so far:
no. | Structure | S3 lipid droplet | S3 lipid droplet cell count max
2 | O=C(NCc1ccccc1)C1CCN(c2nc(-c3ccccc3)nc3c2CCC3)CC1 | -26% | 23
6 | CCN(Cc1ccccc1)C(=O)Cc1ccc(OC)c(S(=O)(=O)N2CCOCC2)c1 | ? | .
8 | OCC[C@@H]1C[C@@H](O)[C@H](O)[C@@]2(Cc3ccccc3CO2)O1 | ? | .
3 | CC1(C)NC(=O)N(CC(=O)Nc2cc(C(F)(F)F)cc(C(F)(F)F)c2)C1=O | -11% | -1
4 | Cc1cc(C)n(C(=O)C(C)N2C(=O)c3ccccc3C2=O)n1 (stereo not given) | ? | .
7 | COC(=O)c1cc(C)[nH]c2c(C)cc3nc4ccccc4c3c12 | ? | .

New compounds follow.
no. | Structure | S3 lipid droplet | S3 lipid droplet cell count max
9 | CC(/C=N/Nc1nnc(C)c(=O)[nH]1)=C\c1ccccc1 | -16% | .
10 | O=C(CCc1c[nH]c2ccccc12)NC(Cc1ccccc1)C(=O)O (stereo not given) | i | 5
11 | Cc1ccc(C2CC(c3cccs3)=NN2C(=O)CSc2nc(=O)n3cc(C)ccc3n2)cc1 (stereo not given) | ? | .
12 | COc1ccc(-c2cc(=O)[nH]c(N3CCN(Cc4ccccc4)CC3)n2)cc1 | i | 18
13 | O=c1[nH]c2cc([N+](=O)[O-])c([N+](=O)[O-])cc2[nH]c1=O | ? | .
14 | O=C(COC(=O)C1CCN(/C=C/C(=O)C(F)(F)F)CC1)Nc1ccccc1 | -2% | -3
15 | N#C/C(=C(/O)c1ccc(Cl)c([N+](=O)[O-])c1)c1nc2ccccc2[nH]1 | 1% | -1
16 | O=C(NCCc1c[nH]c2ccccc12)/C(=C/c1ccco1)NC(=O)c1ccco1 | -28% | 0
17 | COc1cc([N+](=O)[O-])ccc1NC(=O)CN1CCN(C(=O)c2ccco2)CC1 | 7% | 1
18 | COC(=O)c1ccc(OC(=O)CS(=O)c2ccccc2[N+](=O)[O-])cc1 (stereo not given) | -5% | 3
19 | COC(=O)c1c(NC(=O)C(=O)NCCCN2CCOCC2)sc2c1CCCC2 | -30% | -29
20 | CCN1CCN(c2ccc(S(=O)(=O)N3CCOCC3)cc2NC(=O)c2ccc(C)c(C)c2)CC1 | ? | .
21 | CC(C)Oc1ccc(CCC(=O)N/N=C/c2ccncc2)cc1 | ? | .
22 | Cc1nc2ccccc2n1CC(=O)NC1CCCC1 | 4% | -1
23 | COc1ccc2c(c1)c1nc3ccccc3nc1n2CCCN1C(=O)c2ccccc2C1=O | 3% | 2
24 | Cc1ccc(C(=O)NCC(=O)N2CCCC(C(F)(F)F)C2)s1 (stereo not given) | ? | .
25 | CCOC(=O)C1(Cc2ccccc2)CCN(Cc2nccn2CC)CC1 | -11% | 9
26 | CCc1ccc(/C=C2\SC(N3CCOCC3)=NC2=O)cc1 | 0% | 11
27 | O=C(NNC(=O)C1CC(=O)N(Cc2ccccc2)C1)c1ccc(F)cc1 (stereo not given) | ? | .
28 | CCc1n[nH]c2c1C(=O)CC(C)(C)C2 | 10% | .
29 | Cc1ccc(S(=O)(=O)N2CCN(C(=O)CCCOc3cccc(C)c3)CC2)cc1 | -7% | -7
30 | CCn1cc(S(=O)(=O)NC2CCCCC2)cn1 | ? | .
31 | O=C1C=C(O)CC(c2cccs2)C1 (stereo not given) | ? | .
32 | Cc1ccc(S(=O)(=O)N2CCN(Cc3nc4ccccc4n3C)CC2)cc1 | ? | .
33 | CN1CCN(CC/C=C2/c3ccccc3Sc3ccc(S(=O)(=O)N(C)C)cc32)CC1 | ? | .
34 | CSc1ncc(CN2CCC(C(=O)Nc3cccc(-c4cscn4)c3)CC2)cn1 | ? | .
35 | Cc1cccc(-n2nc3c(c2NC(=O)CCC2CCCCC2)CS(=O)C3)c1C (stereo not given) | 5% | 0
36 | COc1ccc(C[C@H]2CN3C(=NC[C@@H]3C(C)C)N2CCNC(=O)c2ccc(C)c(Br)c2)cc1 | -23% | 2
37 | O=C(NC(=S)N1CCCc2ccccc21)c1ccccc1 | 12% | -4
38 | CCNc1ccccc(-c2ccc3ccccc3n2)c1=O | ? | .
39 | CC1CCN(C(=O)c2cc3nc(C4CC4)cc(C(F)(F)F)n3n2)CC1 | -14% | -9
40 | O=C(Nc1ccc2nc(-c3cccnc3)[nH]c2c1)C1CCCCC1 | -5% | -14
41 | NS(=O)(=O)c1ccc(NC(=O)CN2CCN(Cc3ccccc3)CC2)cc1 | ? | .
42 | COC(=O)c1ccc(NC(=O)COc2ccc(S(=O)(=O)NC(C)C)cc2)cc1 | ? | .
43 | Cc1ccc2[nH]c(=O)c(CN(CCc3ccccc3)Cc3nnnn3CC3CCCO3)cc2c1 (stereo not given) | 2% | -6
44 | O=C(CSc1ccc(-c2ccccc2)nn1)c1cccs1 | ? | .
45 | COC(=O)c1ccsc1NC(=O)c1cccc(OC)c1 | 12% | 0
46 | O=C(CSc1nnc(-c2cccc(Br)c2)o1)N1CCOCC1 | -2% | 14
47 | CC(C)Oc1ccc(C(=O)OCC(=O)N2CCCc3ccccc32)cc1 | -13%[0.0737 µM] | 10
48 | c1ccc(-c2cc3ccccc3nc2N2CCCC2)cc1 | i | .
49 | CC1CCCN(c2c([N+](=O)[O-])cc(C(=O)O)cc2[N+](=O)[O-])C1 (stereo not given) | 3% | -16
50 | COC(=O)c1cnn(-c2ccccc2)c1-n1cccc1C=O | 1% | 15
51 | CC(=O)c1cccc(NC(=O)N2CCN(S(C)(=O)=O)CC2)c1 | 12µM* | .
52 | Cc1nonc1C1CCCN1C(=O)c1cc(COc2ccc(F)cc2Cl)on1 (stereo not given) | 16% | 0
53 | CCOc1ccc(OCCNC2CCCC2)cc1 | i | 21
54 | O=C(OCc1ccc(Br)cc1)c1cccnc1 | ? | .
55 | NC(=S)N/N=C1\CC(n2nnnc2-c2ccccc2Cl)C2COC1O2 (stereo not given) | 8% | 6
56 | CCOC(=O)CN1NC2(CCCCCCC2)NC1=S | 17% | 26
57 | Cc1ccc(/C=N/NC(=O)c2ccc3ccccc3c2)s1 | ? | .
58 | Cc1ccc(S(=O)(=O)NCCSc2nncn2C)cc1 | i | -17
59 | Cc1cc(N2CCN(c3ccccc3)CC2)n2nnnc2n1 | ? | .
60 | COc1ccc(OC)c(Nc2nc(N)c([N+](=O)[O-])c(NCc3ccccc3)n2)c1 | ? | .
61 | O=C(O)CCc1ccc(-c2cccs2)n1CC(=O)Nc1ccccc1C(F)(F)F | -1% | 0
62 | O=[N+]([O-])c1ccc(N2CCN(S(=O)(=O)c3ccc(Cl)cc3)CC2)cc1NCC1CCCO1 (stereo not given) | -11% | -5
63 | CC(NC(=O)C(=O)N1CCCCC1)C(c1cccs1)N1CCN(Cc2ccccc2)CC1 (stereo not given) | ? | .
64 | O=C(NCC(=O)N(c1cccnc1)C(C(=O)NC1CCCC1)c1ccco1)c1cccs1 (stereo not given) | ? | .

New compounds follow:
no. | Structure | S3 lipid droplet | S3 lipid droplet cell count max
65 | CC(C)NC(=O)CSc1nccc(-c2cccs2)n1 | ? | .
66 | COC(=O)[C@]1(C)CCC[C@@]2(C)C3CC[C@@]4(C)C[C@]3(CCC21)CC(=O)N4 (stereo not given in full) | ? | .
67 | O=C(/C=C/c1cccc([N+](=O)[O-])c1)NCc1cccnc1 | 15% | 8
68 | CCn1c(=O)n(CC)c2cc(NS(=O)(=O)c3ccccc3)ccc21 | ? | .
69 | C=CCNc1nc(C(=O)OCC(=O)NCc2cccc(Cl)c2)cs1 | -9% | -16
70 | O=S(=O)(Nc1cccc(-c2nc3cccnc3s2)c1)c1ccc2c(c1)CCCC2 | ? | .
71 | Cc1ccc(-n2[nH]c(C)c(/C=N/Nc3ccc([N+](=O)[O-])cc3[N+](=O)[O-])c2=O)cc1 | ? | .
72 | COc1cc2c(cc1OC)C(c1ccc(-c3ccc(Cl)c(Cl)c3)o1)=NCC2 | ? | .
73 | COC(=O)c1nn(C23CC4CC(CC(C4)C2)C3)c2c1C(=O)N(c1ccc(Br)cc1)C2=O | ? | .
74 | CCN(CC)C(=O)C1CCCN(C(=O)c2cc(COc3ccc4ncccc4c3)on2)C1 (stereo not given) | ? | .
75 | CC(C)c1onc(C(=O)Nc2ccc3c(c2)OCO3)c1[N+](=O)[O-] | i | 26
76 | CC(C)(C)NC(=O)C1N(c2cccnc2)C(=O)C2C(C(=O)Nc3ccccc3F)C3(C)C=CC21O3 (stereo not given) | ? | .
77 | Cc1ccc(C(=O)N2CCCC(C(=O)c3cc(F)ccc3F)C2)s1 (stereo not given) | ? | .
78 | O=C(OCc1nnc(-c2ccccc2)o1)c1cc2ccccc2cc1O | ? | .
79 | COc1ccc(Cn2nnnc2C(c2cc3cccc(C)c3[nH]c2=O)N2CCN(C)CC2)cc1 (stereo not given) | -10% | 5
80 | CSc1nnc2ccc(-c3cccs3)nn12 | ? | .
81 | CN1C(=O)/C(=C2\SC(=S)N(C(CCC(=O)O)C(=O)O)C2=O)c2ccccc21 (stereo not given) | ? | .
82 | COCCNc1cnn(-c2ccccc2)c(=O)c1Cl | 5% | -1
83 | CSCC[C@H](NC(=O)OC(C)(C)C)c1nnc(SCC(=O)Nc2c(C)cccc2C)o1 | ? | .
84 | CC(C)CCNC(=O)COc1cccc2c1OC(C)(C)C2 | ? | .
85 | COc1ccccc1S(=O)(=O)Cc1ccc(C(=O)NC2CCCCCC2)o1 | ? | .
86 | COc1cc2c(cc1OC)C(Nn1cnnc1)=NC1(CCCC1)C2 | i | 21
87 | COC(=O)Cn1c(O)c(N=NC(=O)OC)c2ccccc21 | 0% | 27
88 | O=C(NC(=S)Nc1ccccc1N1CCCC1)c1ccccc1[N+](=O)[O-] | -2% | .
89 | CC(C)CCn1c(SCC(=O)NC2CCS(=O)(=O)C2)nc2cc(Cl)ccc2c1=O (stereo not given) | -6%[0.0737 µM] | .
90 | Cc1c(NS(=O)(=O)N2CCCCC2)c(=O)n(-c2ccccc2)n1C | ? | .
91 | O=C(O)CN1CCN(Cc2ccc(Cl)cc2)C1=O | 1% | .
92 | COc1cc(NS(=O)(=O)c2ccc(Nc3nc(-c4ccccn4)cs3)cc2)nc(OC)n1 | ? | .
93 | CCCCN(C(=O)/C=C/c1ccco1)c1c(N)n(CCC)c(=O)[nH]c1=O | ? | .
94 | Cc1cc(NCCc2ccccc2F)n2ncnc2n1 | 11% | .
95 | NNC(=O)C12CC3CC(C1)CC(n1ncnn1)(C3)C2 | 14% | 2
96 | CCOC(=O)c1nn(-c2ccccc2C)c2nc(CC(C)C)c(C#N)c(=O)n12 | 5% | 3
97 | COc1ccccc1N(O)C1CC(=O)N(c2ccc(F)cc2)C1=O (stereo not given) | ? | .
98 | C=CCn1c(SCC(=C)C)nc2c1c(=O)[nH]c(=O)n2C | 12% | 3
99 | CC(=O)c1ccc(NC(=O)NC2CCCCCCC2)cc1 | ? | .
100 | Cc1c(C(=O)NC2CCCC2)oc2ccccc12 | ? | .
101 | O=C(Cc1cccc(NC(=O)C2CCCN(C(=O)CCc3ccccc3)C2)c1)Nc1cccc(C(=O)N2CCCC2)c1 (stereo not given) | ? | .
102 | COc1ccccc1NS(=O)(=O)c1cc(NC(=S)NCC2CCCO2)ccc1C (stereo not given) | -15% | 14
103 | CC(C)/C(=N\NS(=O)(=O)c1ccc(Br)cc1)c1cccs1 | ? | .
104 | C=C(C)CSc1nnc([C@H](CCSC)NC(=O)OC(C)(C)C)o1 | ? | .
105 | COc1cc([N+](=O)[O-])ccc1NC(=O)NCC1CCN(Cc2ccc(Cl)cc2)CC1 | 13% | 5
106 | CC(O)c1nc2ccccc2n1CC(=O)Nc1ccc2c(c1)OCCO2 (stereo not given) | ? | .
107 | CC(CCc1ccc(O)cc1)NC1c2ccccc2-c2ccccc21 (stereo not given) | i | -11
108 | COC(=O)c1nc2ccc(N3CCOCC3)cc2c(C)c1C(=O)OC | ? | .
109 | O=C1CC(C(=O)NC2CCCCC2)C(c2ccccc2)O1 (stereo not given) | ? | .
110 | O=C(O)COc1nsnc1N1CCOCC1 | ? | .
111 | Cc1ccc(CN2C(=O)c3ccccc3C2C(=O)NCc2cccnc2)cc1 (stereo not given) | ? | .

5 structures out of the list, arranged by count of non-hydrogen atoms, lowest first:
no. | Structure | S3 lipid droplet | S3 lipid droplet cell count max
110 | O=C(O)COc1nsnc1N1CCOCC1 | ? | .
109 | O=C1CC(C(=O)NC2CCCCC2)C(c2ccccc2)O1 (stereo not given) | ? | .
104 | C=C(C)CSc1nnc([C@H](CCSC)NC(=O)OC(C)(C)C)o1 | ? | .
107 | CC(CCc1ccc(O)cc1)NC1c2ccccc2-c2ccccc21 (stereo not given) | i | -11
111 | Cc1ccc(CN2C(=O)c3ccccc3C2C(=O)NCc2cccnc2)cc1 (stereo not given) | ? | .
